High-throughput results: PubChem BioAssay, several laboratories
KKLEB cytotox: counter-screen for CF NF-kB inhibitors: cytotoxicity; KKLEB CF airway cells viability, ATPlite luminescence, overnight; stronger effect = lower value; cells stimulated with P. aeruginosa culture filtrate; activity change (cytotoxicity), % at 5 µM; 0.36% of 360,000 active; AID 602141;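 active means corrected activity change at or below -50% at 5 µM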
NCOA3 inh: human NCOA3 inhibition. Q9Y6Q9. HEK293 GAL4-SRC3 luciferase reporter, luminescence. inhibition, % at 3.6 µM. 0.17% of 360,000 active. AID 588352;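 active means inhibition above a per-campaign cutoff, the mean of all compounds plus 3 SD, cut at about 60% in these data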;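 further: 0% = DMSO-treated cells and 100% = gossypol-treated cells at 36 µM; higher means less SRC3-driven luciferase light from the GAL4 reporter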
Target sequence (Q9Y6Q9 whole entry, looked up, the tested form may be a part): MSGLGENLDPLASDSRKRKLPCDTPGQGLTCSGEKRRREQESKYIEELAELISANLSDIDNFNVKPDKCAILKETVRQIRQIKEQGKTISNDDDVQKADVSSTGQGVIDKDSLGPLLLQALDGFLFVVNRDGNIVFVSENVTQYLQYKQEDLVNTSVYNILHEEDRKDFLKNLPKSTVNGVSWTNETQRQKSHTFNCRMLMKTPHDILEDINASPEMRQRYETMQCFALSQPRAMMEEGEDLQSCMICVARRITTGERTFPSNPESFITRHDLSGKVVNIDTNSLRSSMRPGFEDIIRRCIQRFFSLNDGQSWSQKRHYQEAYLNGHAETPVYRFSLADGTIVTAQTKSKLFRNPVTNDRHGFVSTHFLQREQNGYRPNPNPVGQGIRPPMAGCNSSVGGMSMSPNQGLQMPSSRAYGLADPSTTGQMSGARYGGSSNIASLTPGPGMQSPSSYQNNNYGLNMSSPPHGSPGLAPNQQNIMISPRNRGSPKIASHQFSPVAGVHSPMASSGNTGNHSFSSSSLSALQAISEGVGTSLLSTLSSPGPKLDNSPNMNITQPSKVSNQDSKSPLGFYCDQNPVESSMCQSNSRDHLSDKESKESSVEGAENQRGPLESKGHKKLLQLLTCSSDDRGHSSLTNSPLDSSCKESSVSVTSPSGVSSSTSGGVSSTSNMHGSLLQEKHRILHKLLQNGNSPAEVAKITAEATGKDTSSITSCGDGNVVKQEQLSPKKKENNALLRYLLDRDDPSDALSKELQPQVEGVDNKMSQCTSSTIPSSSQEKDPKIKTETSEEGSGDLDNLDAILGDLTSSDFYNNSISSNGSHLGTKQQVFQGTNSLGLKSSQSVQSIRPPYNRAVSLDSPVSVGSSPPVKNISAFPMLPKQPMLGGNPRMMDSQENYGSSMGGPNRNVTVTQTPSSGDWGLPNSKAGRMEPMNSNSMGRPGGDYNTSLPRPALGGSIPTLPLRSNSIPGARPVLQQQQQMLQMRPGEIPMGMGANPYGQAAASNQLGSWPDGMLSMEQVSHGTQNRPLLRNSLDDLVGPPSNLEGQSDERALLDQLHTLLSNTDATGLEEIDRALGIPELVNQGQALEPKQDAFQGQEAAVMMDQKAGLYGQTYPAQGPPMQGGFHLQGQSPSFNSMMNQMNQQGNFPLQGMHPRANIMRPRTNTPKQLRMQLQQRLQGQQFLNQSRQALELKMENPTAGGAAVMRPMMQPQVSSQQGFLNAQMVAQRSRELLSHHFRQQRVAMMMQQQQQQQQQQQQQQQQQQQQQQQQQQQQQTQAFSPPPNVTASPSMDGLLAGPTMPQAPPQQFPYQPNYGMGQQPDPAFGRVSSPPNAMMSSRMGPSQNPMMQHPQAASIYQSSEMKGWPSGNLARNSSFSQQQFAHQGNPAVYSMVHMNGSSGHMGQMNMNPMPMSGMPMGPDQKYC
TROY NFkB inh: TROY signaling inhibition. AID 1347056. 0.98% of 360,000 active. inhibition, % at 10 µM. Q293 LMP1-TROYcd NF-kB luciferase reporter, 4 h;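 active means compounds whose plate-normalised and pattern-corrected inhibition of the luciferase reporter signal at the single screening dose is 50% or more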
EBV LMP1 NFkB: reduces LMP1-driven NF-kappaB luciferase signal. inhibition, % at 12.5 µM. 0.69% of 350,000 active. LMP1-induced NF-kappaB luciferase reporter cells, luminescence. AID 504558; in the data active means inhibition above about 41%;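 further: 0% = neutral control wells and 100% = reference inhibitor control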
C8 TRAIL sens: sensitizes caspase-8 expressing cells to TRAIL; inhibition (viability loss, TRAIL sensitization), % at 10 µM; 1% of 360,000 active; NB7+C8 cells + TRAIL, ATPlite viability luminescence;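 active means compounds causing at least 50% loss of cell viability in the single-dose screen, relative to plate controls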
SRC2 inh: human SRC2 (NCOA2) inhibition | Q15596 | HEK293 GAL4-SRC2 luciferase reporter, luminescence | inhibition, % at 9 µM | 0.17% of 370,000 active | AID 651957;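 active means inhibition above the mean inhibition of all tested compounds plus 3 SD, set per campaign, cut at about 52% in these data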;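 further: 0% = DMSO treated cells and 100% = cells given Gossypol at 36 µM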
CF NFkB block: inhibitors of cystic fibrosis induced NF-kB. KKLEB NF-kB-GFP reporter, PAF-induced, GFP fluorescence overnight. inhibition, % at 5 µM. 0.86% of 360,000 active. AID 588850;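 active means at least 50% inhibition at 5 µM, scaled per plate between neutral and stimulator controls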;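 further: PAF is a Pseudomonas aeruginosa culture filtrate used as stimulus; plate controls were PAF-stimulated DMSO wells for no effect and unstimulated DMSO wells for full effect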
SRC1 inh: inhibitors of human steroid receptor coactivator 1 (SRC1). HEK293 GAL4-SRC1 luciferase reporter, luminescence. inhibition, % at 3.6 µM. 0.12% of 360,000 active. AID 588354;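 active means inhibition above the campaign mean plus 3 SD, with each screening campaign given its own cutoff, cut at about 60% in these data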;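 further: 0% = DMSO treated cells and 100% = gossypol at 36 µM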
TWEAK Fn14 block: inhibitors of TWEAK-Fn14 interaction signaling; TWEAK-stimulated Fn14 reporter cells, luciferase luminescence, 8 h; inhibition, % at 10 µM; 2% of 360,000 active; in the data active means inhibition above about 50%
NR2F2 inh: blocks human COUP-TFII nuclear receptor; HEK293T NGFI-A luciferase reporter, luminescence; inhibition, % at 8.6 µM; 0.7% of 370,000 active; P24468;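 active means inhibition above a per-plate cutoff, mean inhibition of test wells between control levels plus 3 SD, cut at about 38% in these data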;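 further: cells cotransfected with COUP-TFII expression vector driving the NGFI-A reporter; 0% = median of COUP-TF2 test wells and 100% = reporter-only cells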
NR5A2 inv ag: inverse agonists of human LRH-1 (NR5A2); O00482; HEK293T StAR-luciferase reporter, LRH-1 transfected, 24 h; inhibition, % at 3.6 µM; 0.13% of 360,000 active; AID 602396;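 active means inhibition above the mean inhibition of all tested compounds plus 3 SD, cut at about 73% in these data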;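 further: 0% = DMSO wells and 100% = reporter-only cells lacking LRH-1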
Starred values were filed as active, the others as inactive; . = no result given.

Short keys: A = KKLEB cytotox; B = NCOA3 inh; C = TROY NFkB inh; D = EBV LMP1 NFkB; E = C8 TRAIL sens; F = SRC2 inh; G = CF NFkB block; H = SRC1 inh; I = TWEAK Fn14 block; J = NR2F2 inh; K = NR5A2 inv ag
smiles: O=C(Nc1nnc(Cc2ccc(Cl)cc2)s1)c1ccncc1
  A: -5; B: 6; C: -3; D: .; E: -5; F: -5; G: 5; H: -18; I: -10; J: 12; K: -10
smiles: COC(=O)c1cc2ccc(OC)cc2c2cc(OC)c(OC)cc12
  A: -9; B: -7; C: -12; D: -17; E: 16; F: -11; G: -35; H: -5; I: -8; J: 15; K: 10
smiles: CCOC(=O)[C@@H]1[C@H]2COc3cc(OC)ccc3[C@@H]2N2C(=O)N(c3cccc(C)c3)C(=O)[C@@]12C
  A: 4; B: -7; C: -15; D: 7; E: -7; F: 3; G: -4; H: -15; I: -3; J: 15; K: -1
smiles: Cc1c(S(=O)(=O)N2CCN(c3ccccc3)CC2)c(=O)n(C)c(=O)n1C
  A: 0; B: 12; C: -13; D: -1; E: 1; F: -30; G: 3; H: -6; I: 1; J: -10; K: 13
smiles: COc1ccc(-c2nnc(SCC(=O)Nc3ccc4c(c3)OCCO4)n2N)cc1OC
  A: -2; B: -5; C: -6; D: 0; E: -4; F: -11; G: 6; H: -14; I: 1; J: -4; K: 10
smiles: COc1ccc(CCNC(=O)CN2CCN(Cc3ccc(F)cc3)C2=O)cc1OC
  A: 16; B: -1; C: 4; D: 8; E: 2; F: -12; G: -21; H: 2; I: -9; J: -41; K: -3
smiles: CC1(C)CC2CC(C)(CN2S(=O)(=O)c2cccc(C(N)=O)c2)C1 (configuration not stated)
  A: 3; B: 0; C: 5; D: 4; E: -8; F: 4; G: -14; H: -15; I: 17; J: 5; K: -17
smiles: COc1ccc(S(=O)(=O)N2CCC3CC2c2c(-c4ccc(C(F)(F)F)cc4)cccc23)cc1 (configuration not stated)
  A: -13; B: 6; C: 10; D: .; E: 10; F: -9; G: 1; H: -8; I: 5; J: -18; K: -12
smiles: Cc1ccccc1-c1nc(CN2CCC(C(=O)NCc3cccnc3)CC2)c(C)o1
  A: 12; B: 11; C: 0; D: 6; E: -11; F: 4; G: -6; H: 1; I: 6; J: 9; K: 3
smiles: O=C(NCc1ccccc1Cl)C1CCC(CNc2c(N3CCOCC3)c(=O)c2=O)CC1 (configuration not stated)
  A: -1; B: 20; C: 3; D: -1; E: -9; F: .; G: -4; H: 5; I: -4; J: .; K: 5

(listing goes on)
Short keys: A = KKLEB cytotox; B = NCOA3 inh; C = TROY NFkB inh; D = EBV LMP1 NFkB; E = C8 TRAIL sens; F = SRC2 inh; G = CF NFkB block; H = SRC1 inh; I = TWEAK Fn14 block; J = NR2F2 inh; K = NR5A2 inv ag
smiles: COc1cc(C2/C(=C(/O)c3ccccc3)C(=O)C(=O)N2c2ccccn2)ccc1O (configuration not stated)
  A: 9; B: 1; C: -37; D: 0; E: 1; F: 12; G: -2; H: 9; I: -20; J: -7; K: 3
smiles: Nc1ccccc1NC(=O)NC(=O)c1ccccc1
  A: 8; B: -140; C: -39; D: -20; E: -2; F: -13; G: -10; H: -127; I: -22; J: -26; K: -91
smiles: CCOC(=O)C1CCCN(C(=S)Nc2ccc(OC)cc2)C1 (configuration not stated)
  A: -3; B: 10; C: 0; D: -4; E: -10; F: 7; G: 4; H: -1; I: 1; J: 8; K: -6
smiles: CC(Sc1nnc(CNC(=O)c2ccccc2F)n1C)C(=O)Nc1nccs1 (configuration not stated)
  A: 3; B: -3; C: -1; D: 1; E: -11; F: -3; G: -3; H: 11; I: 11; J: 8; K: -2
smiles: CCn1c(N)c(C(=O)NCC2CCCO2)sc1=S (configuration not stated)
  A: -1; B: 10; C: .; D: 5; E: -7; F: -6; G: -6; H: -2; I: 85*; J: 6; K: 3
smiles: COc1ccc(CNS(=O)(=O)c2c(C)[nH]c(C)c2C(=O)N2CCCCC2)cc1
  A: -4; B: 2; C: 4; D: 9; E: -9; F: 6; G: 18; H: -2; I: 19; J: -5; K: -13
smiles: COc1ccc(-c2coc3c(C(=O)Nc4cccc(C(C)=O)c4)cccc23)c(C)c1
  A: -12; B: 0; C: 22; D: .; E: 17; F: -17; G: 1; H: -5; I: 8; J: 18; K: -4
smiles: O=C(N1CCCC1)N1CCN(S(=O)(=O)c2ccccc2)CC1
  A: -1; B: 14; C: -14; D: -7; E: -12; F: 14; G: 2; H: 4; I: 4; J: 1; K: 2
smiles: Fc1ccccc1-c1nc2nc3ccccc3nc2n1CC1CCCO1 (configuration not stated)
  A: -16; B: -3; C: -16; D: -2; E: -10; F: 13; G: 11; H: -22; I: 2; J: 12; K: -4
smiles: Cc1cccc(C2Nc3ccccc3C(=O)N2NC(=O)c2ccc([N+](=O)[O-])cc2)n1 (configuration not stated)
  A: -9; B: 2; C: -3; D: -11; E: -4; F: 0; G: 12; H: -23; I: -4; J: -11; K: 2

Additional results follow.
Short keys: A = KKLEB cytotox; B = NCOA3 inh; C = TROY NFkB inh; D = EBV LMP1 NFkB; E = C8 TRAIL sens; F = SRC2 inh; G = CF NFkB block; H = SRC1 inh; I = TWEAK Fn14 block; J = NR2F2 inh; K = NR5A2 inv ag
smiles: O=C(COc1ccc(F)cc1)N1c2ccccc2CCc2ccccc21
  A: -16; B: 18; C: 8; D: 3; E: 3; F: -19; G: 1; H: 1; I: 17; J: 4; K: -8
smiles: O=C1C(NS(=O)(=O)c2cccs2)=C(N2CCN(c3cccc(C(F)(F)F)c3)CC2)C(=O)c2ccccc21
  A: 3; B: 8; C: -10; D: 6; E: -12; F: -20; G: -3; H: 4; I: 3; J: 5; K: 1
smiles: O=C(Nc1cccc(S(=O)(=O)N2CCCCC2)c1)C1CC(=O)N(Cc2ccccc2)C1 (configuration not stated)
  A: 16; B: 6; C: 16; D: 9; E: 11; F: 16; G: 4; H: -14; I: 10; J: 20; K: 18
smiles: Nc1nc(N)nc(-c2ccccc2)n1
  A: 2; B: 4; C: -7; D: 7; E: -19; F: 6; G: 2; H: 8; I: 27; J: 3; K: 9
smiles: C[C@@H]1COC(=O)[C@@H](NC(=O)OCC2c3ccccc3-c3ccccc32)C/C=C\C[C@@H](CC(=O)N(CCO)Cc2ccccc2)C(=O)N1
  A: 10; B: 4; C: 10; D: -9; E: 19; F: 0; G: -22; H: -4; I: 12; J: 10; K: 11
smiles: O=C(Nc1ccc(N2CCOCC2)nc1)c1ccc(C(F)(F)F)cc1
  A: 2; B: 19; C: 17; D: 6; E: 25; F: 24; G: -5; H: 8; I: 15; J: 49*; K: 1
smiles: CN1CCN(/N=C/c2ccc(Cl)c(Cl)c2)CC1
  A: -2; B: -65; C: -56; D: -21; E: 5; F: -36; G: -5; H: -49; I: -25; J: -15; K: -89
smiles: CCOc1cc(/C=C2\CN(C)C/C(=C\c3ccc(O)c(OCC)c3)C2=O)ccc1O
  A: -9; B: 54; C: 28; D: -109; E: -7; F: 21; G: 63*; H: 33; I: 104*; J: 78*; K: 25
smiles: Cc1ccc(C)c(NC(=O)c2cc3ccccc3o2)c1
  A: -3; B: -72; C: -50; D: -34; E: 22; F: -45; G: 2; H: -64; I: -11; J: -40; K: -49
smiles: O=C(COC(=O)C1CC(=O)N(Cc2ccccc2)C1)Nc1ccc(Cl)cc1F (configuration not stated)
  A: -7; B: 3; C: 15; D: -11; E: -19; F: 6; G: 10; H: -19; I: -7; J: 3; K: 2

(listing goes on)
Short keys: A = KKLEB cytotox; B = NCOA3 inh; C = TROY NFkB inh; D = EBV LMP1 NFkB; E = C8 TRAIL sens; F = SRC2 inh; G = CF NFkB block; H = SRC1 inh; I = TWEAK Fn14 block; J = NR2F2 inh; K = NR5A2 inv ag
smiles: O=[N+]([O-])c1cc(Cl)ccc1Sc1ccccn1
  A: 2; B: 16; C: -2; D: 8; E: -16; F: -19; G: -8; H: 0; I: -3; J: -12; K: -22
smiles: CC[C@@H](C)CN1C(=O)N[C@@H](CCc2ccccc2)C(C(C)=O)=C1C
  A: -18; B: 10; C: -15; D: 1; E: -5; F: 7; G: -1; H: -15; I: 15; J: 0; K: 5
smiles: CCOC(=O)Nc1ccc(C)cc1Br
  A: 0; B: -31; C: 8; D: 4; E: -19; F: -1; G: 1; H: -1; I: 3; J: 3; K: -19
smiles: Brc1cccc(OCCN2CCc3ccccc3C2)c1
  A: -22; B: -15; C: 3; D: -22; E: 8; F: 7; G: -21; H: -10; I: 11; J: 6; K: 13
smiles: CN(C)c1ccc(CN(CC2CCCO2)C(=O)c2cc3ccccc3o2)cc1 (configuration not stated)
  A: 7; B: 6; C: 2; D: 9; E: 17; F: 11; G: 9; H: 6; I: -8; J: 9; K: 19
smiles: Cc1ccc2c(C(=O)CN3CCN(C(=O)c4ccco4)CC3)c(C)[nH]c2c1
  A: 4; B: -6; C: 8; D: -6; E: 2; F: 3; G: 5; H: -26; I: 2; J: 10; K: 15
smiles: Cc1ccc(NC(=O)c2ccccc2NC(=O)c2cccs2)cc1
  A: 4; B: -5; C: -11; D: -14; E: 3; F: -23; G: -3; H: -16; I: 1; J: -18; K: -2
smiles: COC(=O)/C=C/S(=O)(=O)c1ccc(NC(C)=O)cc1
  A: -22; B: -15; C: 28; D: 8; E: -2; F: 0; G: 91*; H: -13; I: -9; J: -27; K: -22
smiles: Cn1cnc([N+](=O)[O-])c1Sc1nc(N)nc2c1ncn2C1OC(CO)C(O)C1O (configuration not stated)
  A: 1; B: 33; C: 3; D: -10; E: 71*; F: -11; G: 10; H: 32; I: 18; J: 9; K: 55
smiles: Cc1ccc(NC(=O)C(C)OC(=O)CCNS(=O)(=O)c2ccc(C)cc2)cc1 (configuration not stated)
  A: 1; B: 18; C: -2; D: -9; E: -3; F: 6; G: -3; H: 10; I: -4; J: -2; K: 18

Reprinted from the part before: 2 compounds, followed by the next part.
Short keys: A = KKLEB cytotox; B = NCOA3 inh; C = TROY NFkB inh; D = EBV LMP1 NFkB; E = C8 TRAIL sens; F = SRC2 inh; G = CF NFkB block; H = SRC1 inh; I = TWEAK Fn14 block; J = NR2F2 inh; K = NR5A2 inv ag
smiles: Cn1cnc([N+](=O)[O-])c1Sc1nc(N)nc2c1ncn2C1OC(CO)C(O)C1O (configuration not stated)
  A: 1; B: 33; C: 3; D: -10; E: 71*; F: -11; G: 10; H: 32; I: 18; J: 9; K: 55
smiles: Cc1ccc(NC(=O)C(C)OC(=O)CCNS(=O)(=O)c2ccc(C)cc2)cc1 (configuration not stated)
  A: 1; B: 18; C: -2; D: -9; E: -3; F: 6; G: -3; H: 10; I: -4; J: -2; K: 18
smiles: CCNc1nc(NC(C)C)nc(OCCOC(=O)Nc2ccccc2)n1
  A: -7; B: 0; C: 0; D: 2; E: 1; F: -14; G: 16; H: -23; I: -10; J: 6; K: -11
smiles: COc1cccc2c1OC1(C)CC2NC(=O)N1c1cccc(C(=O)N2CCN(c3ccccc3)CC2)c1 (configuration not stated)
  A: 4; B: -3; C: 8; D: 3; E: -5; F: 2; G: 1; H: -5; I: 6; J: 3; K: 7
smiles: N#CNC(=Nc1cccc(F)c1)SCc1ccccc1F
  A: 10; B: 16; C: 59*; D: -4; E: 1; F: 4; G: 22; H: -1; I: 0; J: -15; K: 6
smiles: NC(=O)COc1ccc(=O)n(-c2ccccc2)n1
  A: 10; B: 4; C: -1; D: -2; E: -5; F: -7; G: -54; H: -15; I: 4; J: -19; K: 3
